WT yeast gro inh = growth inhibition of WT strain, primary screen, mitochondrial fusion inhibitor project, WT and mutant strains, chemical genetic; AID 1362, 2008; hit rate 2.1% among 190,000; mitochondrial fusion phenotypic screen; inhibition, % at 10 µM; in the data active = inhibition above about 58%; tested in S. cerevisiae
Insulin prom up = insulin promoter activators in MIN6 cells, imaging, high-content screening, mouse beta cells. MIN6 insulin promoter-GFP reporter; hits give high values. z-score at 5 µM. hit rate 0.3% among 190,000;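 active = z-score above 3 at 5 µM with at least 500 cells counted in the well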
b-catenin transl = modulators of beta-catenin nuclear translocation, primary screen, imaging, HeLa cells, immunofluorescence, high-content. nuclear translocation activity, % at 5 µM. hit rate 0.3% among 190,000;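 active = nuclear translocation activity above 50% at 5 µM, with a well cell count of 50 or more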;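 also: per-cell ratio of nuclear to cytoplasmic median beta-catenin stain intensity; plate controls were DMSO negative control for no effect and GSK-3 inhibitor IX positive control for full effect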
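Signal – beta-catenin immunofluorescence imaging with DAPI · Test system – human HeLa cell line · Dosing – 5 µM primary single dose, 0.1% DMSO, 0.02–20 µM confirmation series · Measure – % activation, nuclear-to-cytoplasmic median beta-catenin signal ratio per cell · Incubation – 24 h compound exposure at 37°C, 5% CO2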
PMI inhibition = human PMI inhibitors, high substrate, primary screen, biochemical, fluorescence intensity, high mannose 6-phosphate (AID 1220). Mannose-6-phosphate isomerase (Homo sapiens). recombinant PMI enzyme, coupled fluorescence intensity; higher % means a stronger effect. inhibition, % at 20 µM, or IC50 in µM where a hit was titrated. hit rate 0.66% among 190,000
Autophagy mod = autophagy modulators in MEF cells, primary screen, imaging, high-content, MEF GFP-LC3; MEF GFP-LC3 puncta imaging; test concentration mostly 10 µM; hit rate 0.98% among 190,000; calls only at 10 µM (by protocol);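 active = percentage of spot-positive cells more than 3 SD above its plate mean, without a fluorescence outlier flag or 80% toxicity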;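 also: spot-positive cell cutoff set from DMSO-treated cells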
Dynein transport = inhibitors of GR-EGFP nuclear translocation, primary screen, dynein cargo transport inhibitor project, imaging, high-content, 3617.4 mouse cells; hit rate 0.47% among 220,000; z-score, hits read low; test concentration mostly 20 µM; stimulated with dexamethasone, 1 µM; hits give low values;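 active = plate z-score of nuclear minus cytoplasmic receptor signal below a set negative limit, without overly bright fluorescence or cell loss, cut at about -3.5 in these data, passing the limit was not always enough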;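 also: z-score of nuclear minus cytoplasmic ring GR-EGFP intensity difference per well; some compounds called inactive have numbers as strong as hits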
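Schedule: 48 h induction, then 1 h compound, then 30 min agonist, 37 °C. Buffer or medium: tetracycline-free induction medium containing charcoal-stripped FBS. Reagent: 1.0 µM final dexamethasone stimulus. Evaluation: nuclear versus cytoplasmic GR-EGFP signal, averaged per well. Signal: high-content fluorescence imaging after fixation.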
MT stabilizer = microtubule stabilizers in HeLa cells, primary screen, imaging, high-content imaging | HeLa tubulin immunostaining HCS, 24 h; share of cells brighter than vehicle mean+2SD | % tubulin-high responders, % at 10 µM | hit rate 0.83% among 200,000;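 active = plate Z-score above 3 for both tubulin-high and condensed-nucleus cell shares, with cell loss under 80%, at 10 µM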;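 also: anti alpha tubulin signal scored within the nucleus-defined area of each cell; some results filed as inactive read as strong as hits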
human PMI inhibition = inhibitors of human PMI, primary screen, biochemical, fluorescence intensity, coupled assay (AID 1209). Mannose-6-phosphate isomerase (Homo sapiens). purified PMI enzyme, coupled fluorescence intensity; higher % means a stronger effect. inhibition, % at 20 µM, or IC50 in µM where a hit was titrated. hit rate 0.42% among 190,000;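 also: plate controls were DMSO vehicle for no effect and wells lacking substrate for full effect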
Yfh1-depleted yeast = enhancers of respiration in Yfh1-depleted yeast, dose response, Friedreich's ataxia, plus single-dose screen (AID 1465) | S. cerevisiae Yfh1-off respiration, WST-1 reduction, 72 h; higher fold induction means a stronger effect | fold induction at 50 µM, or EC50 in µM where a hit was titrated | hit rate 0.074% among 220,000;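 active = fold induction of absorbance versus untreated yeast above a set limit, then at least 30% activation at any dose in follow-up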;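 also: activators that raise dye reduction in frataxin-depleted yeast; strong numbers were not always called active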
WT yeast gro inh mutant strain = further read-out of WT yeast gro inh, marked with its call; inhibition, %; mitochondrial fusion phenotypic screen, mutant strain inhibition
Dynein transport cytoplasmic EGFP = second read-out of Dynein transport, no call of its own (marks repeat the call); z-score; measured here: cytoplasmic GR-EGFP intensity; hits give high values
Dynein transport nuclear GR-EGFP = second read-out of Dynein transport, no call of its own (marks repeat the call); z-score; measured here: nuclear GR-EGFP intensity;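 lower value marks the stronger effect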
Dynein transport cell count = further read-out of Dynein transport, marked with its call; z-score; measured here: cell count per field
Insulin prom up cell count = recorded beside Insulin prom up, whose call it bears; cell count; measured here: cytotoxicity, nuclei count;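 total cells summed across four imaged fields per well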
b-catenin transl cell count 5 µM = also measured in b-catenin transl; calls as there; cell count; measured here: cell count, cytotoxicity flag
MT stabilizer Hoechst-high % = also measured in MT stabilizer; calls as there; % Hoechst-high responders; measured here: nuclear condensation Hoechst responders;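 share of cells brighter than vehicle mean plus two SD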
MT stabilizer cytotoxicity % = also measured in MT stabilizer; calls as there; toxicity, %; measured here: cytotoxicity by cell density;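 0% = mean cell density of plate MIN control wells and 100% = no cells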
Autophagy mod cell loss 18 h = also measured in Autophagy mod; calls as there; toxicity, %; measured here: cell loss, nuclei count;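 cell loss after 18 h compound exposure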
* = called active by the depositor; i = inactive; · = not tested or not shown; + = active, no number. Rule as the data show it, unless noted: active = inhibition above about 50%; inactive = the rest.

SMILES	WT yeast gro inh	WT yeast gro inh mutant strain	Insulin prom up	Insulin prom up cell count	b-catenin transl	b-catenin transl cell count 5 µM	PMI inhibition	Autophagy mod	Autophagy mod cell loss 18 h	Dynein transport	Dynein transport cytoplasmic EGFP	Dynein transport nuclear GR-EGFP	Dynein transport cell count	MT stabilizer	MT stabilizer Hoechst-high %	MT stabilizer cytotoxicity %	human PMI inhibition	Yfh1-depleted yeast
CC(C)CCNC(=O)C(c1ccncc1)N(Cc1cccs1)C(=O)Cn1nnc(-c2ccc(F)cc2)n1 (stereo unspecified)	-5	-2	-1.2	586	-3.1	1238	20%	i	4	-0.22	-0.18	-0.51	-0.83	4.7	1.4	16	15%	i
O=C(c1ccc(F)cc1F)N1CCN(c2n[nH]c(=O)[nH]c2=O)CC1	7	6	0.46	1101	-1.1	1053	-11%	i	7	-0.41	-0.3	-0.094	0.75	1.6	1.6	4.5	-9%	i
O=C(COc1ccc(F)cc1)OCCN1CCOCC1	-6	-4	1.5	1016	·	·	4%	i	-10	0.7	-0.17	0.8	-0.2	2.0	0.7	5.1	10%	i
Cn1cc(CN2CCCC(CO)(Cc3ccccc3)C2)cn1 (stereo unspecified)	-2	7	1.2	1475	1.0	1025	15%	i	2	-0.15	-0.23	-0.21	0.62	2.9	1.7	9.8	20%	i
COc1ccc(CN2C(=O)CCC(C(=O)O)C2c2ccccc2)cc1 (stereo unspecified)	-8	-3	0.85	1251	-0.8	1058	-4%	i	4	-0.86	4.3	0.15	-1.2	4.1	2.3	6.6	-15%	i
COc1cc(/C=C2\SC(N)=NC2=O)ccc1OCC(=O)Nc1ccc(C)cc1	5	0	0.11	1533	-0.3	1154	-8%	i	7	0.44	0.36	0.19	-0.0011	6.6	3.9	4.5	-1%	i
CCC(=O)Nc1cc(C(F)(F)F)ccc1N1CCCC1	-16	13	0.14	1439	-0.3	1529	-1%	i	-4	-0.89	-0.34	-0.5	1.2	3.2	2.8	1.4	6%	i
COc1cccc(/C=N/NC(=O)C(=O)NCc2cccnc2)c1O	-3	8	0.55	1445	3.9	1029	-19%	i	-4	-0.23	-0.23	0.2	-0.028	2.4	2.2	2.9	10%	i
CN1CCN(NC(=O)c2ccc(Cl)c(S(=O)(=O)Nc3ccc(Cl)cc3)c2)CC1	·	·	1	981	1.7	1343	·	·	·	0.62	-0.26	0.21	0.11	·	·	·	·	i
CSCC[C@H](NC(=O)NCc1ccccc1F)C(=O)O	·	·	0.26	1267	-2.1	815	-8%	i	-4	0.16	-0.21	0.049	0.24	1.7	2.4	7.8	-9%	i
Cc1cccc(NC(=O)CN2C(=O)CNC2=O)c1	-7	0	-0.22	811	·	·	-12%	i	-3	-0.78	-0.14	-0.17	0.71	2.0	1.2	8.4	-11%	·
O=C(c1coc(=O)c2ccccc12)N1CCN(Cc2ccccc2)CC1	5	8	·	·	·	·	2%	i	-14	-0.32	-0.19	0.0079	-0.11	1.3	2.4	11	-7%	·
CCCCC1(C(=O)OCC)CC(CSC(=N)N)OC1=O (stereo unspecified)	-1	7	1.6	1387	0.0	1490	-12%	i	6	-0.7	-0.26	-0.24	0.77	4.2	2.3	4.5	-4%	i
CCC(C)NS(=O)(=O)c1ccc(S(=O)(=O)N(CCc2ccc(OC)c(OC)c2)Cc2cccs2)cc1 (stereo unspecified)	19	12	0.11	1237	1.7	1174	8%	i	13	-0.22	-0.14	0.044	0.12	3.2	1.1	3.2	21%	i
C=CCn1c(=O)c2ccccc2n2c(SCc3cc(=O)n4ccsc4n3)nnc12	-20	5	-0.54	1269	-7.0	1025	8%	i	19	0.14	-0.28	0.59	-0.48	1.8	1.4	5.3	3%	i
O=C1c2ccccc2C(=O)N1Cc1nc2ccccc2c(=O)n1Cc1ccco1	·	·	-0.03	1022	-0.6	1140	10%	·	·	·	·	·	·	·	·	·	19%	i
O=C(O)Cn1nc(-c2ccccc2)oc1=O	-19	-12	-0.1	706	-1.5	1189	-17%	i	2	-0.49	0.06	0.032	0.41	1.8	1.3	2.9	-14%	i
Cc1ccccc1NC(=O)Cn1nnc(-c2ccc(N3CCOCC3)cc2)n1	-5	-4	-0.91	1122	-3.4	724	-11%	i	1	1.9	-0.17	0.94	-1.2	0.9	2.0	3.7	-11%	i
Cc1c(C(=O)/C=C/N(C)C)nnn1-c1ccc(Cl)cc1C#N	·	·	0	1047	-2.3	1306	·	·	·	-0.044	-0.28	0.03	0.021	·	·	·	·	i
CCc1ccc2c(CN3CCc4cc(OC)c(OC)cc4C3)cc(=O)oc2c1	14	-17	·	·	0.4	997	-115%	i	-1	0.63	-0.25	1.2	-0.41	2.8	2.4	6.4	-45%	i
CCN1CCN(C(=O)NC(c2ccc(C)c(F)c2)C(Cl)Cl)CC1 (stereo unspecified)	-15	3	-0.27	1278	1.4	1049	-7%	i	15	-0.36	-0.23	0.14	1.2	3.0	2.9	8.2	-14%	i
CCCCN(C(=O)Cc1cccc(F)c1)c1c(N)n(CCC)c(=O)[nH]c1=O	-15	-10	-0.29	1358	1.5	1026	-5%	i	0	-0.32	-0.37	-0.29	1.1	5.8	1.0	4.0	-12%	i
Cc1ccc2nc(SCC(=O)Nc3cc(C(F)(F)F)ccc3N3CCOCC3)[nH]c2c1	-2	-2	-0.88	676	·	·	3%	i	37	-0.49	-0.23	-0.11	0.68	22*	40*	51*	5%	i
CCc1nnc(NC(=O)CSc2nnc(Cc3ccccc3)o2)s1	8	-70	1.1	856	-1.2	989	3%	i	-50	-0.48	-0.26	0.074	-0.27	2.2	3.0	11	6%	i
CC/C(=N\O)c1c(O)c2c(n(-c3ccccc3)c1=O)CCCC2	-11	21	0.28	1277	1.3	511	-7%	i	1	-0.11	-0.3	-0.27	0.051	6.7	3.1	3.4	-17%	i
CCOC(=O)C1(Cc2ccccc2)CCN(Cc2cnn(CC)c2)CC1	12	-7	-0.47	1304	0.8	1085	-13%	i	-27	-0.78	0.04	-0.24	0.75	2.3	1.5	4.7	0%	i
COc1c(C=O)c(CCN(C)C(=O)c2ccc(F)cc2)cc2c1OCO2	·	·	0.62	1014	0.8	1352	·	·	·	0.23	-0.16	0.57	-0.78	·	·	·	·	i
CN1CCN(C(=O)c2ccc3c(=O)n(-c4ccc(F)cc4)c(=S)[nH]c3c2)CC1	-8	-9	0.48	1355	-2.8	1089	12%	i	9	-0.4	-0.23	-0.17	0.47	2.7	2.6	6.0	3%	i
O=C(N/N=C/C=C/c1ccccc1)NC1CCCCC1	4	36	-0.61	1324	2.3	1100	-4%	+	-2.5*	0.37	-0.26	0.45	-0.039	2.2	3.3	9.5	-3%	i
COc1ccc(OC)c(-n2c(=O)c3ccccc3c3ccccc3c2=O)c1	0	18	0.77	1484	0.7	1096	4%	i	-4	-2.3	0.097	-0.89	0.42	2.1	4.1	10	18%	i
COC(=O)c1cn(C)c2ccc(S(=O)(=O)N3CCCC3)cc2c1=O	-9	-7	·	·	·	·	·	i	14	-0.9	-0.41	-0.35	-0.036	3.1	1.4	11	·	i
COCCNC(=O)/C(C#N)=C/c1cccc(NC(=O)c2ccccc2Cl)c1	-10	7	0.54	1619	0.2	1063	2%	i	3	-1.6	-0.26	-1.1	0.75	2.4	3.2	5.4	13%	i
Cc1cc(Nc2ccccc2N2CCOCC2)n2ncnc2n1	-8	2	-0.53	1333	-5.0	961	11%	i	7	0.21	-0.27	0.47	0.52	2.2	3.3	42	0%	i
Cc1nn(-c2cc(N3CCCCC3)ccc2[N+](=O)[O-])c(=O)c2ccccc12	-9	0	·	·	4.1	432	3%	i	-2	0.8	-0.13	0.92	-1	3.0	2.4	7.9	4%	i
Cc1ccccc1-n1c(C)nnc1SCC(=O)NC1CCCc2ccccc21 (stereo unspecified)	15	9	-0.25	1399	-1.1	998	3%	i	12	0.62	1	0.59	-0.24	4.0	2.9	8.7	5%	i
CC(C)COC(=O)CCn1[nH]c(=O)c2ccccc2c1=O	19	-15	-1.1	939	-0.9	1131	5%	i	-13	0.27	0.13	0.6	-1.2	1.5	1.9	13	0%	i
COc1ccc(OC)c(C(c2nnnn2CCC(C)C)N2CCN(C(=O)c3ccco3)CC2)c1 (stereo unspecified)	16	28	-0.72	1042	-5.9	968	-2%	i	6	-0.52	-0.12	-0.049	0.32	3.4	3.1	10	-5%	i
COc1ccccc1NC(=O)C(CC=C(Cl)Cl)C(C)=O (stereo unspecified)	-4	-20	1.2	1279	0.5	1452	0%	i	6	2.7	-0.05	1.9	-1.8	3.7	1.0	4.3	2%	i
COc1cc(CNC(C)(C)CO)cc(Br)c1OCc1ccccc1	-8	-4	·	·	0.8	1493	9%	i	-15	0.44	-0.25	0.26	0.12	1.4	1.1	0.5	-4%	i

Source: PubChem BioAssay (several laboratories)
